# Compound activity as filed in PubChem.
# Rab9 prom act: activators of Rab9 promoter. Huh7 Rab9 promoter-luciferase reporter, luminescence, 24 h. Potency, µM (doses to about 9.22 µM), inactives show top-dose activation, negative = inhibition, actives largely listed as activators. 2.8% of 320,000 active. AID 485297; note: potency is the fitted concentration of half-maximal effect; % of control where 0% means no effect; nearly all actives have a fitted effect of over 60% in size
#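 Quantitative HTS format; Huh7 Rab9-luciferase reporter cells (1500/well) receive compound 2 h post-plating, incubate 24 h at 37 °C, then get luciferase reagent for 10 min before luminescence reading.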
# VP16 counter: Gal4-VP16 reporter inhibition counter-screen | Drosophila S2 Gal4-VP16 UAS-luciferase, luminescence, 20 h | Potency, µM (doses to about 53.6 µM), for inactives: at the highest dose activity, negative = inhibition, usual class: inhibitors | 3.5% of 310,000 active;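 note: Gal4-VP16 expression switched on by copper sulfate through the metallothionein promoter; potency is the fitted concentration of half-maximal effect; % is set by controls: 0 for no effect and ±100 for the full control effect; nearly all actives have a fitted effect of over 50% in size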
# MBNL1-CUG inh: MBNL1-poly(CUG) RNA binding inhibition | TR-FRET MBNL1-His/biotin-(CUG)12 binding, 665/545 ratio | Potency, µM (series often up to 57.5 µM), for inactives: at the highest dose activity change, negative = inhibition, hits mostly inhibitors | 0.036% of 280,000 active | AID 2675; active = well fitted inhibition curve with a large enough effect in the signal ratio, with a control signal flat, not every such curve was filed as active; inconclusive = small, poorly fitted or top-dose-only effect, or effect the other way, or a change in a side signal; inactive = no such curve, though single readings can be large or run the other way; the % refers to the signal ratio; note: potency is the fitted concentration of half-maximal effect; % is set by controls: 0 for no effect and ±100 for the full control effect
#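 Compound titration spanned 92 nM–58 uM against the MBNL1-His/biotin-(CUG)12 complex. After 60 min at room temperature with 5 nM streptavidin-XL665 and 0.055 ng/ul terbium anti-His, ratiometric 665/545 nm emission (Ex 340 nm) normalized to controls.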
# Mito fusion act: inhibitors of mitochondrial division or activators of mitochondrial fusion | S. cerevisiae fusion-defective mutant growth rescue, CellTiterGlo 48 h | Potency, µM (series often up to 46.1 µM), without a hit: at the top dose growth rescue (activation), actives largely listed as activators | 0.23% of 320,000 active | AID 485298;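 note: potency is the fitted concentration of half-maximal effect; % of control where 0% means no effect; nearly all actives have a fitted effect of over 45% in size; temperature-sensitive fusion mutants such as fzo1-1 at 37 °C on non-fermentable ethanol glycerol medium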
#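 Growth-rescue viability read-out: after 48 h at the non-permissive 37C in glycerol/ethanol YPEG, yeast mitochondrial fusion mutants are measured by CellTiterGlo luminescence; compounds (23 nl pinned per well) restoring growth score as division inhibitors or fusion activators.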
# PKM2 activator: activators of human pyruvate kinase M2. purified PKM2, Kinase-Glo ATP luminescence, activation; response scale: 0% is enzyme alone, no compound. Potency, µM (doses to about 57.5 µM), inactives show top-dose activation, actives largely listed as activators. 0.34% of 260,000 active. AID 1631; note: potency is the fitted concentration of half-maximal effect; % is set by controls: 0 for no effect and ±100 for the full control effect; nearly all actives have a fitted effect of over 55% in size
#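 Kinase-Glo luminescence reports ATP generated from ADP (0.1 mM) and PEP (0.5 mM) by purified hPK-M2 after 1 h at room temperature, pH 7.2 imidazole buffer; intermediate enzyme activity allows detecting inhibitors and activators.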
# KCNH2 3.1 block: blocks the human KCNH2 3.1 channel isoform | activity change, % (tested at about 1.8 µM) | AID 720553 | 0.95% of 340,000 active | U2OS KCNH2 3.1, thallium flux FluxOr; stronger effect = lower value;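 active = maximum activity change below -70%; inconclusive = maximum activity change from -70% to -50%; inactive = maximum activity change above -50%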;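 note: thallium influx rate constant from kinetic fluorescence after stimulation buffer; % is set by controls: 0 for no effect and ±100 for the full control effect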
#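 We transduce U2OS cells with the mutant 3.1 virus, culture them overnight, load FluxOr with Red40 quencher for 45 min, then add stimulation buffer and read kinetically for 2 min to derive a normalized rate constant.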
# FLuc counter: inhibits or activates purified firefly luciferase, miR-21 counter-screen. 6.9% of 360,000 active. AID 588342. Potency, µM (highest dose often 57.5 µM), without a hit: at the highest dose activity change, negative = inhibition, usual class: inhibitors. P08659. purified FLuc, Km substrates, luminescence inhibition;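 note: potency is the fitted concentration of half-maximal effect; plate controls were vehicle for no effect and reference inhibitor for full effect; nearly all actives have a fitted effect of over 55% in size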
# Target sequence (P08659 whole entry, looked up): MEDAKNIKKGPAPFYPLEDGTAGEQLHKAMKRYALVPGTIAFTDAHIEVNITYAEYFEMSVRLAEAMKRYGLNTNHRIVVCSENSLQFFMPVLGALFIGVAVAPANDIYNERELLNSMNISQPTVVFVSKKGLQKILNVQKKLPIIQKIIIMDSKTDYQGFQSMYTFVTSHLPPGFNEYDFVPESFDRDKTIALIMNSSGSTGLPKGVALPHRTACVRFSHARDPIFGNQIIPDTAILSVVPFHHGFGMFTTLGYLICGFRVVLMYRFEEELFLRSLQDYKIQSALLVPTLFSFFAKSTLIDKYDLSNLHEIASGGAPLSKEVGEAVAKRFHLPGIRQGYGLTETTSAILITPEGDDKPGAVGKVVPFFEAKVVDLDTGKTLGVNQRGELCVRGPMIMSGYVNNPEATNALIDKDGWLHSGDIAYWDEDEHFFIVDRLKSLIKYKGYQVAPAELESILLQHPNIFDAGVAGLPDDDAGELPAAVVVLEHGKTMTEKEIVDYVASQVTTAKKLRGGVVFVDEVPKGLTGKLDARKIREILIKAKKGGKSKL
#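 Purified P. pyralis luciferase, 10 nM final, with Km-level 10 uM D-luciferin and 10 uM ATP in 50 mM Tris acetate pH 7.5, 10 mM Mg acetate, 0.01% Tween-20, 0.05% BSA; 6-point qHTS titration about 60 µM downward; luminescence read.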
# NPC1 promoter act: activators of NPC1 promoter. Huh7 NPC1 promoter luciferase reporter, 24 h. AID 485313. 2.4% of 320,000 active. Potency, µM (top dose mostly 9.22 µM), for inactives: at the highest dose activation, hits mostly activators;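 note: potency is the fitted concentration of half-maximal effect; % of control where 0% means no effect; nearly all actives have a fitted effect of over 60% in size; reporter is driven by a mutant NPC1 promoter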
#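 Quantitative HTS used a cell-based reporter: Huh7 cells stably bearing the NPC1 promoter upstream of luciferase were treated with compounds for 24 h, and promoter activation was read as luminescence.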
# ELG1 DNA repair: inhibitors of ELG1-dependent DNA repair in HEK293T cells. HEK293T ELG1-luciferase reporter, luminescence, 16 h; DNA damage induced by 5-fluorouridine. Potency, µM (highest dose often 46.1 µM), inactives show top-dose activity change, negative = inhibition, most hits filed as inhibitors. 2.3% of 330,000 active; note: potency is the fitted concentration of half-maximal effect; % is set by controls: 0 for no effect and ±100 for the full control effect; nearly all actives have a fitted effect of over 55% in size
#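 HEK293T cells expressing luciferase-tagged ELG1 (2,000/well) received 5-Fluorouridine plus compound or DMSO for 16 hr at 37 °C. Luciferase was read by ONE-Glo luminescence after 30 min at room temperature.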
# Menin-MLL TR inh: menin-MLL binding inhibition, Texas Red mutant peptide. AID 1768. 0.23% of 270,000 active. Potency, µM (top dose mostly 61.6 µM), without a hit: at the highest dose FP activity change, negative = inhibition, most hits filed as inhibitors. Menin + Texas Red MLL mutant peptide, fluorescence polarization; active = well fitted inhibition curve with a large enough effect in the polarisation, with a control signal flat, not every such curve was filed as active; inconclusive = small, poorly fitted or top-dose-only effect, or effect the other way, or a change in a side signal; inactive = no such curve, though single readings can be large or run the other way; the % refers to the polarisation; note: potency is the fitted concentration of half-maximal effect; % of control where 0% means no effect; many of its hits are not listed in these tables
# RORg inh: ROR gamma (mouse) transcription inhibition; 5.4% of 310,000 active; AID 2551; Potency, µM (series often up to 53.6 µM), for the others: top-dose activity change, negative = inhibition, actives largely listed as inhibitors; P51450; Drosophila S2 Gal4-RORgamma UAS-luciferase reporter, 20 h; note: potency is the fitted concentration of half-maximal effect; % is set by controls: 0 for no effect and ±100 for the full control effect; nearly all actives have a fitted effect of over 60% in size
# Target sequence (P51450 whole entry, looked up, the tested form may be a part): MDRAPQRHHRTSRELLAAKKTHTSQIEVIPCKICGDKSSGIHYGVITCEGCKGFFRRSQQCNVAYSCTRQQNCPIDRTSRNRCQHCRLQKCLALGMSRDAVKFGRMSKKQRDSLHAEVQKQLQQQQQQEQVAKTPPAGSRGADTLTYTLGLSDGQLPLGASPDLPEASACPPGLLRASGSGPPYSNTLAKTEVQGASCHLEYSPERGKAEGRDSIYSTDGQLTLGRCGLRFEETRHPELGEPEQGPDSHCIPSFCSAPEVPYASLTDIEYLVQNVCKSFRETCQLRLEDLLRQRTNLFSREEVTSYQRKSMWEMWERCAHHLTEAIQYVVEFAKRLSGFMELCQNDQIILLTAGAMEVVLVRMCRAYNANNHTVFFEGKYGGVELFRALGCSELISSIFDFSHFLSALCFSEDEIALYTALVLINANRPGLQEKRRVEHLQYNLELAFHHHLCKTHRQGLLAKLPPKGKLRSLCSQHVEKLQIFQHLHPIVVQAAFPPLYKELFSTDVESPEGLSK
#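 ROR gamma transcriptional activity was tracked as Gal4-UAS luciferase output in stably transfected Drosophila Schneider cells, with compound added 1 hr before 700 uM copper sulfate induction and a 20 hr ambient-temperature incubation.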
# * = called active by the depositor; ? = inconclusive; . = no result given; & = joins results of further samples; [ ] = dose if it differs, or a comment. Unless noted, calls come from the whole dose curve; as a rule, active = well fitted curve in the direction sought with a large enough effect; inconclusive = small, poorly fitted or top-dose-only effect, or another doubt; inactive = no such curve, though single readings can be large; an effect the other way counts as inactive or inconclusive. The list is partial; count on the stated rates, not on these rows.
SMILES,Rab9 prom act,VP16 counter,MBNL1-CUG inh,Mito fusion act,PKM2 activator,KCNH2 3.1 block,FLuc counter,NPC1 promoter act,ELG1 DNA repair,Menin-MLL TR inh,RORg inh
CCN(CC)S(=O)(=O)c1ccc(C(=O)NC(C)(C)C)cc1,-5.5%,18.4%,-10.0%,-0.8%,0.0%,-3.1,0.1%,-3.0%,-5.5%,0.7%,-25.2%
Cc1cc(C=C2C(=O)c3ccccc3C2=O)c(C)n1-c1cccc(C(=O)O)c1,2.51µM*,-1.2%,?,-3.2%,-0.5%,-6.3,4.78µM*,28.9%,?,?,-5.6%
O=S(=O)(Cc1cc(-c2ccc(Cl)cc2)no1)c1ccccc1,3.55µM*,5.1%,-1.7%,-0.1%,4.3%,-4.1,?,?,?,?,-4.8%
CN1/C(=C/C=C(C#N)C#N)C(C)(C)c2ccccc21,-10.8%,-6.4%,4.5%,-2.8%,-2.4%,20.9,-0.2%,-8.4%,15.4%,?,-5.8%
COc1cccc(NC(=O)Cn2c3ccc(OC)cc3c3nc4n(c(=O)c32)CCS4)c1,-1.9%,-16.7%,3.8%,-6.5%,.,7.4,-1.5%,-2.5%,?,.,-17.9%
Cc1cc(C)c[n+](CC(=O)c2ccccc2)c1,-3.7%,1.9%,-1.1%,-0.5%,-0.3%,-4.5,-0.4%,6.7%,0.9%,0.2%,-5.0%
COc1ccc(-n2c(NNC(C)=O)nc3sc4c(c3c2=O)CCCC4)cc1,-9.5%,-0.1%,9.5%,-1.8%,-4.9%,-6.8,0.8%,-5.3%,-9.6%,4.3%,-1.2%
CCOc1ccc(-n2c(COc3ccc(C)cc3)nnc2SCC(N)=O)cc1,14.6%,-7.0%,2.7%,-11.7%,-8.0%,1.3,0.2%,7.8%,5.4%,7.1%,0.5%
CC(C)(C)NC(=O)Nc1ccccc1C(N)=O,-0.6%,.,-1.6%,-3.5%,-14.3%,1.4,1.1%,-0.6%,8.8%,0.4%,-3.1%[0.365 µM]
COc1ccc(CC(=O)OCC(=O)N2N=C(c3ccccc3)CC2c2ccc(OC)cc2)cc1 (stereo unspecified),1.5%,-8.4%,2.2%,9.9%,-2.9%,-11.6,-3.8%,0.7%,-15.0%,-14.2%,17.1%
N#Cc1cc(Sc2ccccn2)c([N+](=O)[O-])cc1C#N,1.6%,-6.1%,?,0.0%,-9.6%,-6.9,-18.8%,4.1%,-8.9%,?,-19.3%
O=C(Nc1nnc(-c2ccccc2)s1)c1ccccc1O,2.51µM*,-3.3%,0.8%,8.2%,.,-10.0,4.26µM*,1.78µM*,?,?,2.4%
Cc1cc(C)n(CC(=O)N/N=C/c2ccc([N+](=O)[O-])s2)n1,-0.9%,7.9%,?,-1.0%,-0.5%,9.2,3.6%,0.1%,14.6µM*,-0.7%,-11.1%
CCCCOc1ccccc1C1NC(=O)CCC1[N+](=O)[O-] (stereo unspecified),1.2%,-1.8%,-6.1%,6.7%,.,4.9,0.0%,-1.9%,-8.4%,-27.4%,4.4%
COc1ccc(/C(O)=C2/C(=O)C(=O)N(CC3CCCO3)C2c2ccc(O)c(OC)c2)cc1 (stereo unspecified),1.3%,3.2%,4.9%,1.4%,.,20.4,2.9%,-2.4%,13.2%,-6.5%,2.9%
CC(=O)Nc1ccc(NC(=O)c2ccc(COc3ccccc3Br)o2)cc1,0.1%,-0.8%,0.9%,-1.4%,.,-21.0,1.5%,0.7%,-2.6%,?,-0.7%
CCOC(=O)c1c(-c2ccc(C)s2)csc1NC(=O)c1cccs1,3.2%,0.9%,156.7%[activator],0.2%,-4.2%,15.3,-8.5%,0.1%,?,9.8%,-19.5%
CC1=C[C@@H](C)[C@@H](c2ccc(C(F)(F)F)cc2)OC1=O,-2.7%,-5.4%&-6.2%,-0.3%,5.2%,2.2%,12.2,0.3%,-6.0%,0.3%,8.6%&-2.7%,37.3%&-11.4%
CC(=O)Nc1ccc(N2C(C(C)=O)=NN(c3ccccc3)C2c2cccs2)cc1 (stereo unspecified),9.9%,2.2%,-1.6%,-2.9%,-3.5%,-17.7,1.4%,1.8%,-8.3%,17.2%,?
O=c1c2c(nc3c(-c4cccc5ccccc45)c[nH]n13)CCC2,9.0%,-7.9%,-1.3%,1.9%,?,15.2,-23.7%,-3.3%,-0.4%,-12.7%,3.3%
Cc1ccc(N(CC(=O)NCc2ccco2)C(=O)CNS(=O)(=O)c2ccc(F)cc2)c(C)c1,-1.4%,1.3%,0.7%,-9.0%,3.8%,-13.2,1.3%,-2.1%,0.6%,-19.9%,3.8%
CCOC(=O)Cn1c(=O)n(Cc2ccc(OC)cc2)c(=O)c2cccnc21,-2.6%,-2.6%,-4.7%,-4.2%,.,-6.4,2.4%,-3.7%,4.9%,-9.0%,-12.5%
CC1(C)NC(=O)N(CCCOc2ccccc2Br)C1=O,11.2%,15.9%,4.2%,-0.5%,5.4%,-13.4,?,12.7%,?,-4.3%,?
CC(=O)NCC(O)c1ccc([N+](=O)[O-])cc1 (stereo unspecified),0.8%,-6.5%,?,16.7%,-4.4%,-4.6,0.6%,-39.5%[inhibitor],0.1%,0.2%,-0.9%
Cc1ccc(Nc2c(-c3ccccn3)nc3cc(C)ccn23)cc1,-16.5%,?,27.7%,-8.7%,-1.1%,-23.5,-11.1%,-14.7%,?,-28.8%,12.6µM*
CCN1CCN(CC(=O)Nc2cc(F)ccc2C)CC1,-0.1%,7.7%,0.6%,-0.6%,-1.7%,-30.4,0.3%,1.8%,7.3%,-0.9%,0.3%
CCOC(=O)/C(C#N)=C/c1cc(C)n(-c2ccccc2)c1C,0.562µM*,?,10.3%,1.8%,3.6%,-1.8,0.536µM*,3.16µM*,?,-14.1%,-44.0%
COc1ccc(NC2CCCN(Cc3cccc4cnccc34)C2)cc1 (stereo unspecified),3.6%,-5.1%,20.9%,-4.5%,-8.1%,2.3,-0.5%,1.6%,10.1%,-15.2%,2.4%
Cn1c(CC(=O)NN)c(Sc2ccccc2)c2ccccc21,-2.6%,3.9%,-2.1%,-12.1%,.,9.4,-0.5%,-4.3%,-0.4%,49.0%[activator],-4.9%
CCCCNC(=O)NS(=O)(=O)c1ccc(C(=O)OC(C)C)o1,3.8%,0.3%,-3.5%,0.7%,-1.4%,14.9,-0.5%,-1.1%,0.0%,-9.1%,-2.7%
O=C(COc1ccc2ccccc2c1)NCCNC(=O)COc1ccc2ccccc2c1,-1.0%,-7.0%,113.9%[activator],-1.8%,0.5%,3.7,10.0%,-0.5%,11.7%,31.1%[activator],1.6%
CCc1csc(CNC(=O)C2CCC(=O)N(Cc3cccc(F)c3)C2)n1 (stereo unspecified),-7.2%,-4.5%,-0.1%,-0.1%,2.0%,-37.9,4.1%,0.7%,0.9%,.,-2.9%
CCCCN(CC)CCNC(=O)CCNC(=O)Cn1ccc2ccccc2c1=O,-5.8%,-7.2%,-5.5%,-3.3%,2.2%,-11.1,-0.7%,-2.7%,8.9%,1.4%,-7.7%
COc1ccc(OCC(=O)Nc2ccccc2C(=O)Nc2ccc(C(=O)O)cc2)cc1,7.1%,5.1%,-3.4%,1.7%,1.7%,9.0,-4.2%,0.2%,6.7%,.,2.7%
O=C(CNC(=O)c1ccc(Cl)cc1Cl)OCc1ccccc1,1.9%,.,.,-4.9%,.,2.8,-11.9%,0.5%,12.3%,.,.
CCCOc1ccc(/C(O)=C2/C(=O)C(=O)N(CCN(C)C)C2c2ccc(OC)c(OC)c2)cc1 (stereo unspecified),0.2%,1.4%,3.1%,4.9%,-2.5%,6.0,-0.9%,-0.5%,20.1%,-3.0%,?
Cc1ccc2c(c1)N(C(=O)CCC(=O)NC1CCCCCC1)CC(C)O2 (stereo unspecified),10.1%,-0.3%,-1.1%,6.2%,0.6%,-19.1,-1.5%,-1.2%,15.9%,2.1%,30.7%
Cc1cc(C)cc(NC(=O)C(OC(=O)c2cc[n+]([O-])cc2)c2ccccc2)c1 (stereo unspecified),0.9%,.,.,2.9%,.,-4.3,-1.5%,-3.7%,28.4%,.,.
